# Screens: PubChem BioAssay, Broad Institute
# RAD52 anneal inh = inhibitors of human RAD52 DNA annealing; P43351; recombinant RAD52 DNA annealing, FRET fluorescence; inhibition, % at 18.7 µM; 0.46% of 360,000 active;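 active = every replicate showing at least 50% inhibition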
# Target sequence (P43351 whole entry, looked up): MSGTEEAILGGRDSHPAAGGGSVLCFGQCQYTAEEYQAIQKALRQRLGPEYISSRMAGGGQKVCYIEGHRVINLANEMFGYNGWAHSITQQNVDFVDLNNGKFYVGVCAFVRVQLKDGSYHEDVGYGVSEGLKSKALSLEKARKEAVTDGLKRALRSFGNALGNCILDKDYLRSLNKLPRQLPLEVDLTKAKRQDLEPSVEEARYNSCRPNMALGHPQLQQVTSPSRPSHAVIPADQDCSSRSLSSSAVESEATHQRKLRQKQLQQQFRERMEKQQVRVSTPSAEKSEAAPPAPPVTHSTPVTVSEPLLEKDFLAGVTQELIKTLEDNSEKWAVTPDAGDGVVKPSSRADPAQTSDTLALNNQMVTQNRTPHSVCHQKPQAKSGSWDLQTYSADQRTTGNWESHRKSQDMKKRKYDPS
# Casp6 inh = caspase-6 (human) enzyme inhibition | P55212 | purified caspase-6, Z-VEID-R110 cleavage fluorescence | inhibition, % at 12.5 µM | 0.53% of 350,000 active | AID 686996;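 active = mean inhibition across replicates at least about 35%, with every replicate also reaching that limit, limit read from the data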;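 also: 0% = median of neutral control wells and 100% = no fluorescence left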
# ERp5 block = blocks human ERp5 reductase activity on insulin; Q15084; ERp5 insulin aggregation, absorbance 650 nm, 90 min; inhibition, % at 9.99 µM; 0.05% of 350,000 active;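 active = mean replicate inhibition above about 25%, with every replicate also reaching it, limit read from the data, passing the limit was not always enough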
# Target sequence (Q15084 whole entry, looked up): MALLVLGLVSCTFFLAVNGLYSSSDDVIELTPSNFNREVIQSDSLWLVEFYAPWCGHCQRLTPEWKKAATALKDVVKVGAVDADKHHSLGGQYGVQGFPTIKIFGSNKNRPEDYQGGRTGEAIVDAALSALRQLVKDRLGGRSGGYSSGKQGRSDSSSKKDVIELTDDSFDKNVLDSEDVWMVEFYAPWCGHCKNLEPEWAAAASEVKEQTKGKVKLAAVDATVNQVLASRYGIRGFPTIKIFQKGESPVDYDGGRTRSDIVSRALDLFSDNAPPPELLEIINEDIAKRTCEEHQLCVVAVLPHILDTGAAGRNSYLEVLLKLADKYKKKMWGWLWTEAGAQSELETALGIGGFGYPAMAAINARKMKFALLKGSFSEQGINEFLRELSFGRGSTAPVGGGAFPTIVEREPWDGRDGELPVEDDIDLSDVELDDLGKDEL
# Active calls of the source: *; i = inactive. A portion of the library. The share of hits here may be higher or lower than overall.
# Each structure is followed by: RAD52 anneal inh, Casp6 inh, ERp5 block
Cc1cc(C)c2nc(N(CCCN(C)C)C(=O)c3ccc4c(c3)CCCC4)sc2c1
→ 58*, -8, 1
CC(=O)c1ccc(OCC(O)CN2CCN(c3ccc(F)cc3)CC2)cc1 (centres undefined)
→ -10, -3, -7
N#CNC(=Nc1cccc(F)c1)SCc1ccccc1F
→ 11, 4, 2
CC1(C)Cc2c(c(-c3ccco3)nc3sc4c(NCCO)ncnc4c23)CO1
→ -9, 5, 2
C=CCn1c(O)c(N=NC(=O)CNC(=O)c2ccco2)c2ccccc21
→ -1, 2, 3
Cc1ccc(C(=O)c2cc(C)sc2N)cc1
→ -26, -4, -1
Cc1ccc(NC(=O)C(=O)NCc2ccc(/C=N/NC(=O)c3c(C)nc4cc(C)ccn34)o2)cc1
→ -18, -3, 3
Cc1cc(C)c(S(=O)(=O)c2ccccc2Cl)c(Cl)n1
→ -8, 2, 4
CC1CCN(S(=O)(=O)c2ccc3c(c2)N(CC(=O)NCc2cccnc2)C(=O)CS3)CC1
→ -5, 1, 8
CCCNC(=O)COc1cccc(C(=O)NCc2ccccc2)c1
→ -7, -2, 0
CC(C)OCCCN1CN(S(=O)(=O)c2cccs2)c2nc3ccccc3nc21
→ -25, -1, 2
Cc1cc(C2=NNC(=NC3CC3)SC2)c(C)n1-c1ccccc1
→ -25, 0, -1
CCC1CCCCN1C(=S)NC(=O)c1cccs1 (centres undefined)
→ -8, 2, 5
COc1ccc(-n2cnc3sc4c(c3c2=O)CCCC4)cc1
→ 3, 6, 0
O=C1NC[C@H](CCCCN2C[C@@H](Cc3ccccc3)N(Cc3ccccc3)C(=O)C2=O)N(CCC2CCCCC2)C1=O
→ -7, -1, 0
COCC(=O)NC[C@@H]1CC[C@@H]2[C@@H](CN2S(=O)(=O)c2ccccc2[N+](=O)[O-])O1
→ -15, 1, 0
CCOc1cc(C(=O)OC(C)C(=O)Nc2ncc(Cl)cc2Cl)ccc1OCC(=O)N1CCOCC1 (centres undefined)
→ -13, 1, 0
CCOC(=O)C1CCN(CC(=O)N(CC(C)C)c2c(N)n(CC(C)C)c(=O)[nH]c2=O)CC1
→ -6, -4, 0
Nc1ccc(-c2c3ccc(=O)cc-3oc3cc(O)ccc23)cc1C(=O)O
→ i, -30, 3
O=C(NC[C@H]1CC[C@H]2[C@H](CN2C(=O)CN2CCOCC2)O1)NC1CCCCC1
→ 1, 1, 0
CCN1C(C)=C(C)S/C1=C1\SC(=S)N(C2CCCCC2)C1=O
→ -67, -1, -2
Cn1c(=S)[nH]c(=O)c2ncc(=O)[nH]c21
→ -1, -4, 0
CCOc1cccc(SCc2noc(C(=O)NC(C)C)c2C(=O)O)c1
→ -25, -1, -2
COc1ccc(C)cc1N
→ -13, -3, -2
CC(C)=CCN1CCN(Cc2ccc(C#CC(C)(C)O)s2)CC1CCO (centres undefined)
→ -27, 2, -5
CCN(CC)c1ccc(CNc2ccc3c(c2)ncn3CC)cc1
→ 5, -4, 4
CC(C)(C)c1nnc(NC(=O)c2ccc(Cl)nc2)s1
→ -9, 0, 5
CN1C(=O)/C(=C/c2cccc(Cl)c2)Sc2ccc(C(=O)N3CCCC3)cc21
→ -12, 2, 1
O=C(N/N=C/c1ccc2ncccc2c1)c1ccco1
→ -8, 3, -6
O=C(NC[C@@H]1CC[C@H]2[C@H](CN2C(=O)C2CCOCC2)O1)c1cccnc1
→ 1, -1, 1

# Single entries from above:
# CC(C)(C)c1nnc(NC(=O)c2ccc(Cl)nc2)s1 in RAD52 anneal inh is entered as -9
# CC(C)=CCN1CCN(Cc2ccc(C#CC(C)(C)O)s2)CC1CCO (centres undefined) in ERp5 block is entered as -5
# CCN1C(C)=C(C)S/C1=C1\SC(=S)N(C2CCCCC2)C1=O in Casp6 inh is entered as -1
# O=C(N/N=C/c1ccc2ncccc2c1)c1ccco1 in Casp6 inh is entered as 3
# Cn1c(=S)[nH]c(=O)c2ncc(=O)[nH]c21 in ERp5 block is entered as 0
# COc1ccc(C)cc1N in Casp6 inh is entered as -3

# Additional structures
# Each structure is followed by: RAD52 anneal inh, Casp6 inh, ERp5 block
O=C1C=CCCN1C(=O)/C=C/c1ccc(F)cc1
→ 1, 6, 0
CCOC(=O)C1(Cc2cccc(OC)c2)CCCN(Cc2cnn(C)c2)C1 (centres undefined)
→ -7, -1, 5
COc1ccc(N2CCN(C(=O)CSc3nnc(-c4ccco4)n3C)CC2)cc1
→ -8, 2, -2
CCCCCCCCN1C(=O)[C@H](CC(=O)NCCCN2CCCC2=O)C[C@@]2(C(=O)OCC)CCCC=C12
→ 0, -2, 1
O=C(Nc1ccccc1)OC[C@@H]1CSCCS(=O)(=O)N1
→ 5, 0, -1
COc1cccc(C#Cc2ccc3c(c2)[C@H]2[C@H](CCN2C(=O)c2ccc4c(c2)OCO4)[C@@H](CO)N3)c1
→ -14, 0, -6
Cc1ccnc(NC(=O)CCCOc2ccc(Cl)cc2C)c1
→ -1, 3, 1
O=C/C=C/c1ccc2c(c1)OCO2
→ 3, -1, 2
COc1ccc(COC(=O)c2ccc3c(=O)n4c(nc3c2)CCC4)cc1F
→ -6, 0, 0
CC(C)(C)c1cc(C(=O)NCCN2CCCC2)cc(C(C)(C)C)c1
→ 5, -40, -13
CN(C)c1nnnn1-c1ccc(Oc2ccccc2)cc1
→ -14, 0, -2
CC(=O)c1ccc(N=Nc2ccc(C)cc2)cc1
→ -16, 0, -1
CC1(C)CC(c2nc(-c3ccc(Br)cc3)cs2)CCS1 (centres undefined)
→ -1, -2, 0
O=C(NC[C@@H]1CC[C@@H]2[C@@H](CN2C(=O)C2CCOCC2)O1)c1cccnc1
→ -6, -5, -7
Cn1cc([N+](=O)[O-])c(C(=O)Nc2nccs2)n1
→ 3, -1, 3
O=C(CC1CC1)N[C@@H]1C[C@@H]2O[C@@H](CO)CC[C@@H]2O[C@@H]1CCc1ccc(C#Cc2ccccc2)cc1
→ 5, 6, 0
Cc1cccc(NC(=O)CCNC(=O)c2ccco2)c1
→ 1, 5, -1
C[C@@H]1CN([C@H](C)CO)C(=O)c2cc(N(C)C)ccc2O[C@H]1CN(C)Cc1ccc(-c2ccccc2)cc1
→ -5, 3, 9
Cc1ccc([N+](=O)[O-])cc1S(=O)(=O)N1CCC(C)CC1
→ -2, 6, 0
C=CCN=C1NN=C(c2cc(C)n(CC=C)c2C)CS1
→ -6, 1, 2
CN1CCc2c(sc(NC(=O)c3ccc(S(=O)(=O)N4CCc5ccccc54)cc3)c2C(N)=O)C1
→ -88, -2, 5
CC(C)CN(C(=O)COC(=O)Cc1cccc2ccccc12)c1c(N)n(Cc2ccccc2)c(=O)[nH]c1=O
→ -29, 1, 6
CC(=O)NCc1ccc(S(=O)(=O)N/N=C/c2ccc(N(C)C)cc2)cc1
→ -3, 2, -2
COc1ccccc1NC(=O)N1CCCCN2[C@H](C1)[C@@H](c1ccc(C#CC3CC3)cc1)[C@@H]2CO
→ -18, 2, -2
C#CCNC(=O)C1=C[C@H](C2CC2)[C@@H](CCCO)[C@H](OCC)O1
→ 0, -4, 2
O=[N+]([O-])c1ccc(N2CCN(CCO)CC2)cc1Sc1ccccn1
→ 2, 0, -2
CC(C(=O)NCc1ccc(F)cc1)c1ccc([N+](=O)[O-])cc1 (centres undefined)
→ 0, 2, 2
O=C(CN1C(=O)/C(=C\c2ccccc2Cl)Oc2ccccc21)NCc1cccnc1
→ -15, 1, 1
O=C(Nc1ccc(F)cc1)N[C@@H]1C[C@@H]2O[C@H](CO)CC[C@@H]2O[C@@H]1CCc1ccc(-c2ccccc2)cc1
→ -5, 1, 1
C[C@H]1[C@H](c2ccccc2)Oc2cccc(N3CCCC3)c2S(=O)(=O)N1Cc1cccc(F)c1
→ -10, -3, -2

# Structures listed so far that contain a COOH group, in the order listed:
# Each structure is followed by: RAD52 anneal inh, Casp6 inh, ERp5 block
Nc1ccc(-c2c3ccc(=O)cc-3oc3cc(O)ccc23)cc1C(=O)O
→ i, -30, 3
CCOc1cccc(SCc2noc(C(=O)NC(C)C)c2C(=O)O)c1
→ -25, -1, -2

# Fetched by structure from above (2):
# Each structure is followed by: RAD52 anneal inh, Casp6 inh, ERp5 block
Cc1cc(C2=NNC(=NC3CC3)SC2)c(C)n1-c1ccccc1
→ -25, 0, -1
CC(C)(C)c1cc(C(=O)NCCN2CCCC2)cc(C(C)(C)C)c1
→ 5, -40, -13

# Following part.
# Each structure is followed by: RAD52 anneal inh, Casp6 inh, ERp5 block
O=C(O)CCCC[n+]1ccccc1
→ -11, 2, 3
CS(=O)(=O)N1CCC(C(=O)N2CCN(c3ccccc3F)CC2)CC1
→ -8, 1, 0
COc1cccc(C(=O)Nc2ccc3c(c2)C(=O)c2ccccc2C3=O)c1
→ -21, -6, 3
Oc1ccc2ccccc2c1C=Nc1ccc(Cl)cn1
→ -2, 3, -4
C=CCc1cccc2cc(C(=O)Nc3cccc(C(=O)O)c3)c(=O)oc12
→ -1, -2, 2
O=S(=O)(c1ccc(N2CCN(Cc3ccc4c(c3)OCO4)CC2)nc1)N1CCOCC1
→ -8, 5, 0
COc1ccc(-c2cc(C(=O)OCC(=O)c3cccc([N+](=O)[O-])c3)c3cc(C)ccc3n2)cc1
→ -6, -1, -2
Cn1c(=O)c2[nH]c(SCc3ccccn3)nc2n(C)c1=S
→ -6, -2, 6
COc1ccc(-c2cc3nc(-c4ccccc4)cc(N4CCCC(O)C4)n3n2)cc1 (centres undefined)
→ -14, 0, 1
COc1ccc([N+](=O)[O-])cc1/C=N/NC(=O)Cc1ccccc1
→ -2, 2, -2
S=c1nc[nH]c2c1sc1nc(-c3ccccc3)c3c(c12)CCCC3
→ -23, 6, -1
COC(=O)CSC1=C(C#N)C(=O)NC2(CCCCC2)S1
→ -5, -2, 2
O=C(NN=C1CCCC1)c1n[nH]c2c1CCCC2
→ -18, 1, 6
CC(=O)N[C@@H]1C[C@@H]2O[C@H](CO)CC[C@@H]2O[C@@H]1CCc1ccc(-c2ccc(F)cc2)cc1
→ 5, -2, 5
CCn1cc(CN2CCN(CCc3ccccc3)C(CCO)C2)c(C)n1 (centres undefined)
→ -26, -2, 7
Cc1[nH]nc(Nc2ccc(O)cc2)c1[N+](=O)[O-]
→ -3, 1, -3
O=C(C1CCCC1)N1CC(=O)N2[C@@H](CO)[C@@H](c3ccc(C#Cc4cccc(F)c4)cc3)[C@@H]2C1
→ -15, 7, -3
O=[N+]([O-])c1ccc(N/N=C2/CCCCC2c2ccccn2)c([N+](=O)[O-])c1 (centres undefined)
→ -10, 2, 6
Cn1c(=O)c(S(=O)C2CCCCC2)c(O)c2ccccc21 (centres undefined)
→ -12, -8, 6
CCOC(=O)C(C)Oc1ccsc1C(=O)OC (centres undefined)
→ -8, -1, 5

# Five of the entries above in order of their number in Casp6 inh, rising:
# Each structure is followed by: RAD52 anneal inh, Casp6 inh, ERp5 block
Cn1c(=O)c(S(=O)C2CCCCC2)c(O)c2ccccc21 (centres undefined)
→ -12, -8, 6
CC(=O)N[C@@H]1C[C@@H]2O[C@H](CO)CC[C@@H]2O[C@@H]1CCc1ccc(-c2ccc(F)cc2)cc1
→ 5, -2, 5
CCOC(=O)C(C)Oc1ccsc1C(=O)OC (centres undefined)
→ -8, -1, 5
S=c1nc[nH]c2c1sc1nc(-c3ccccc3)c3c(c12)CCCC3
→ -23, 6, -1
O=C(C1CCCC1)N1CC(=O)N2[C@@H](CO)[C@@H](c3ccc(C#Cc4cccc(F)c4)cc3)[C@@H]2C1
→ -15, 7, -3

# Next part
# Each structure is followed by: RAD52 anneal inh, Casp6 inh, ERp5 block
CC(C)CNC(=S)NC1CC2CCCC(C1)N2C1CCCCC1 (centres undefined)
→ -14, -2, -4
Cc1nc(N2CCC(C)CC2)c2c(C)c(C(=O)Nc3ccc(C)c(F)c3)sc2n1
→ 2, 0, 5
NNC(=O)CNc1cccc(Br)c1
→ 3, 0, -1
CCNC(=S)NNc1nc(N2CCCCC2)nc(N2CCOCC2)n1
→ -2, -6, -6
CCCNC(=O)N1CC(=O)N2[C@H](CO)[C@H](c3ccc(C#Cc4cccc(OC)c4)cc3)[C@H]2C1
→ 22, 0, 1
COc1cc(Cl)c(C)cc1NC(=O)CSc1ccc(NC(C)=O)cc1
→ -8, 2, 1
COc1ccc(CCNC(=O)c2cc(-c3ccco3)nc3ccccc23)cc1
→ 2, 10, 2
COc1ccccc1NC(=O)NC[C@@H]1CC[C@@H]2[C@@H](CN2S(=O)(=O)c2ccc(Cl)cc2)O1
→ -5, 11, 1
Cc1ccc(S(=O)(=O)N2C[C@@H]3O[C@@H](CNS(=O)(=O)c4ccccc4C)CC[C@@H]32)cc1
→ -2, 4, -2
O=C(COc1ccccc1)N1CCN(C(=O)c2ccc([N+](=O)[O-])cc2)CC1
→ -2, 3, -4
COc1ccc2c(-c3ccccc3)cc(SCC(=O)N(C)C3CCS(=O)(=O)C3)nc2c1 (centres undefined)
→ 5, -2, 1
COc1cccc(/C=N/NC(=S)Nc2cccc(C(=O)O)c2)c1O
→ -43, 1, 2
CCCCCCCCN1C(=O)[C@H](CC(=O)N2CCN(C(=O)OCC)CC2)C[C@@]2(C(=O)OCC)CCCC=C12
→ 9, 9, -1
C#Cc1ccc([C@@H]2C=C(C(=O)N3CCCCCCC3)O[C@H](OCC)[C@H]2CCCO)cc1
→ 7, -2, 1
CCN(CC)c1ccc(/C=N/NS(=O)(=O)c2ccc(CNC(C)=O)cc2)cc1
→ -17, 0, 0
CN1C(=O)c2ccccc2C(C(=O)O)C1c1cccc([N+](=O)[O-])c1 (centres undefined)
→ -9, 1, 5
